# Source: PubChem (several laboratories)
# RT RNaseH block – HIV-1 RT RNase H inhibitors, primary screen, biochemical, fluorescence; RT-RNase H RNA/DNA duplex cleavage; inhibition, % at 10 µM; 65,000 compounds, 1.9% hits; in the data active = inhibition above about 50%
# RmlCD inh mix – RmlC and RmlD coupled enzyme inhibitors, primary screen, biochemical, 384-well, compound mixtures, retest; RmlC/RmlD coupled enzyme inhibition, 384-well mixture HTS; inhibition, % at 5.5 µM; 110,000 compounds, 0.39% hits; AID 1532, 2009; in the data active = inhibition above about 30%, passing the limit was not always enough; also: strong numbers were not always called active
# Starred values were filed as active, the others as inactive; . = not tested or not shown. An excerpt; the hit share may differ from the screen's.
SMILES,RT RNaseH block,RmlCD inh mix
CC1CCC(C(C)C)C(OC(=O)C[n+]2cccc(C(N)=O)c2)C1 (stereo unspecified),.,8
CCOc1ccc(CN2CCC(C(=O)N3CCN(c4ccccc4F)CC3)CC2)cc1OC,-11,8
CNc1ccc(/C=C2\COc3ccccc3C2=O)cc1[N+](=O)[O-],.,11
Cc1nnc2sc(-c3ccccn3)nn12,-12,-10
CCOc1cccc(C(=O)NC(=S)Nc2ccc(N3CCCC3)cc2)c1,.,4
Cc1ccc(NC(=O)CCSc2nc(C)cc(C)n2)cc1,.,-11
CCCC(=O)Nc1ccc(N2CCOCC2)cc1,13,-9
O=C(c1ccco1)N1CCC(c2nc(-c3ccccc3Cl)no2)CC1,-39,-4
CCN(CC)CCCNC(=O)N[C@@H](Cc1ccccc1)C(=O)O,-7,-26
CCOC(=O)c1oc2ccccc2c1NC(=O)c1ccc2c(c1)OCO2,-2,-8
C/C(=N\Nc1nc2c(s1)CCCC2)c1ccc(Cl)cc1,.,-3
CCC(=O)Nc1ccc(NC(=O)c2ccccn2)cn1,-2,23
CCOC(=O)C1=C(N)OC2=C(C(=O)CC(C)(C)C2)C1c1cccs1 (stereo unspecified),.,5
CN(C)CCCNc1cc(Cl)c(S(=O)(=O)N2CCCCC2)cc1C(=O)O,-10,.
Cc1ccc(NCCC(=O)c2ccc(Cl)cc2)cc1C,.,-9
COc1cc(-c2noc(CCC(N)=O)n2)cc(OC)c1OC,-12,-4
Oc1oc(-c2ccccc2)nc1C=Nc1ccccc1,.,6
N#Cc1nc(Cc2cccc3ccccc23)oc1NCC1CCCO1 (stereo unspecified),-34,-8
O=C(Cn1ncnn1)OCc1ccccc1Cl,-9,4
C/C(=N\NC(=O)c1ccc(Br)cc1)C1C(=O)c2ccccc2C1=O,.,-2
Cc1cccc(N(C(=O)Cn2nnc3ccccc32)C(C(=O)NC(C)(C)C)c2ccsc2)c1 (stereo unspecified),.,-16
COCCN(CCOC)c1ncnc2c1cnn2-c1ccccc1,-3,7
Cc1cc(C)cc(-n2c(C)cc(/C=N/NC(=O)CSc3ncccn3)c2C)c1,.,-6
Cc1n[nH]c(=O)nc1Nc1ccc(O)cc1,.,8
Cc1ccc(Sc2cc(C(F)(F)F)nc(N(C)C)n2)cc1,.,5

# A draw from above in order of heavy-atom count, highest first.
SMILES,RT RNaseH block,RmlCD inh mix
CCOc1ccc(CN2CCC(C(=O)N3CCN(c4ccccc4F)CC3)CC2)cc1OC,-11,8
Cc1cc(C)cc(-n2c(C)cc(/C=N/NC(=O)CSc3ncccn3)c2C)c1,.,-6
O=C(c1ccco1)N1CCC(c2nc(-c3ccccc3Cl)no2)CC1,-39,-4
CC1CCC(C(C)C)C(OC(=O)C[n+]2cccc(C(N)=O)c2)C1 (stereo unspecified),.,8
Cc1ccc(NCCC(=O)c2ccc(Cl)cc2)cc1C,.,-9
Cc1nnc2sc(-c3ccccn3)nn12,-12,-10

# Further entries:
SMILES,RT RNaseH block,RmlCD inh mix
NC(=O)c1cc(-c2ccccc2)nc(N2CCOCC2)n1,-17,-2
O=c1oc2c(CN3CCOCC3)c(O)c(Cl)cc2c2c1CCCC2,-4,29
CCOC(=O)C1=C(C)Nc2nc(SCC)[nH]c(=O)c2C1c1ccncc1 (stereo unspecified),-14,9
CC1=C(C(=O)OCc2ccccc2)C(c2ccc(C(F)(F)F)cc2)NC(=O)N1CCCCCC(=O)O (stereo unspecified),.,22
CCC(C)NC(=O)C1CCC(=O)N1Cc1ccc(C)cc1 (stereo unspecified),-9,0
COC(=O)c1ccc(C(=O)OC)c(NC(=O)CSc2nc(-c3ccco3)cc(C(F)(F)F)n2)c1,-5,.
CCOC(=O)c1c(C)c(C(=O)NCc2cccnc2)c(C)n1CC,-15,-5
Cc1ccc2nc(NCCCO)nc(-c3ccccc3)c2c1,.,18
COCCCn1c(C)nc2c(c1=O)c1nc3ccccc3nc1n2CCc1ccccc1,-17,-21
COc1ccc2c3c([nH]c2c1)C1CC2C(CC(O)C(OC)C2C(=O)O)CN1CC3 (stereo unspecified),.,11
O=C(CN1C(=O)CSC1=O)NC1CCCCC1,-14,2
Cc1ccc(Oc2ccc(-c3nc(N)nc(N)n3)cc2)cc1,-4,4
CC(OC(=O)C1CCN(S(=O)(=O)c2ccc(Cl)cc2)CC1)C(=O)N1CCc2ccccc21 (stereo unspecified),.,-2
CC(NC(=O)COc1cccc(Br)c1)C(=O)O (stereo unspecified),-10,.
C=C(C)Cn1c(C)cc(C)c(S(=O)(=O)c2ccccc2C)c1=O,.,-13
Cc1ccc(CNC(=O)CCS(=O)(=O)c2cccc3nsnc23)cc1,-2,-14
C/C(O)=C\c1nc2ccccc2oc1=O,.,-12
CCCCNC(=O)C1CCN(c2nc(OC)nc(OC)n2)CC1,.,8
COc1ccccc1C1CC(c2ccc(Cl)cc2)Nc2nc(N)nn21 (stereo unspecified),-1,-7
CC(C)(C)OC(=O)NCCCCC1=CC2=CC(=O)C(C)(OC(=O)c3ccco3)C(=O)C2=CO1 (stereo unspecified),.,-13
COc1ccc(OCc2nc3ccccc3[nH]2)cc1,.,-12
COCCCNC(=O)C12CCC(C)(C(=O)C1)C2(C)C (stereo unspecified),1,3
COc1ccccc1N1CCN(CC(=O)Nc2cccc(F)c2)CC1,-6,-11
Cc1nc(C(=O)N(C)C)nn1-c1cc(Cl)ccc1Cl,.,-110
O=C(NC1CC2CCCC(C1)N2C(=O)NC1CCCCC1)c1ccc(F)cc1 (stereo unspecified),-10,-27

# Reformatted bar-delimited: five of the compounds above
SMILES | RT RNaseH block | RmlCD inh mix
Cc1ccc2nc(NCCCO)nc(-c3ccccc3)c2c1 | . | 18
CCC(C)NC(=O)C1CCC(=O)N1Cc1ccc(C)cc1 (stereo unspecified) | -9 | 0
C=C(C)Cn1c(C)cc(C)c(S(=O)(=O)c2ccccc2C)c1=O | . | -13
NC(=O)c1cc(-c2ccccc2)nc(N2CCOCC2)n1 | -17 | -2
COc1ccc(OCc2nc3ccccc3[nH]2)cc1 | . | -12

# Additional results follow.
SMILES,RT RNaseH block,RmlCD inh mix
O=C(O)c1cc(Cl)c(Cl)cc1C(=O)N1CCOCC1,-7,1
COc1ccccc1NC(=O)C1=C(C)NC(SCC(=O)c2ccc(C)cc2)=C(C#N)C1c1ccco1 (stereo unspecified),59*,.
Cc1ccc(NC(=O)COc2ccc(Br)cc2CO)cc1,.,5
Cc1cc(NC(=O)c2ccc(S(=O)(=O)Nc3ccccc3)cc2)no1,.,-4
Cc1cc(NC(=O)COC(=O)C2CCN(C(=O)c3ccc(Cl)cc3)CC2)no1,3,-16
CC(C)OC(=O)CSc1nnc(CNc2ccc(Cl)cc2)n1Cc1ccccc1,.,3
O=C(O)CCCNS(=O)(=O)c1ccc(NCc2ccccc2)c(C(=O)O)c1,-1,8
COc1ccc(C(=O)NCCc2nnc(SCC(=O)Nc3ccccc3C(C)C)n2C)cc1,.,-4
NNCCc1ccccc1,.,-9
CCSc1ncc(/C=N/Nc2ccc(Cl)cc2)n1C,.,-10
Fc1ccc(C2NC(=S)NC3=C2N2CCC3CC2)cc1 (stereo unspecified),.,-10
N#C/C(=C\c1c(N2CCC(C(N)=O)CC2)nc2ccccn2c1=O)S(=O)(=O)c1ccccc1,-8,-17
CC1CCc2c(sc3ncn4c(SCC(=O)NCc5ccco5)nnc4c23)C1 (stereo unspecified),-2,5
CCN(C(=O)CSc1nc2cc(C(=O)OC)ccc2c(=O)n1Cc1ccco1)c1cccc(C)c1,2,2
CCn1c(SCC(=O)NC(=O)NCc2ccco2)nnc1-c1cccs1,.,4
COc1ccc(CC(=O)NC(C)(C)C)cc1S(=O)(=O)N1CCOCC1,.,26
O=C(CC1Oc2ccccc2NC1=O)NCCCN1CCOCC1 (stereo unspecified),-3,5
CC(C)(C)C(=O)CN1CCN(C2c3ccccc3-c3ccccc32)CC1,.,-23
CC12CN3CC(C)(CN(C1)C31C(=O)N(Cc3ccccc3)c3ccccc31)C2=O (stereo unspecified),-16,.
O=C(NCC(c1cccnc1)N1CCN(c2ccccc2)CC1)c1ccco1 (stereo unspecified),-22,2
COC(=O)c1cccc(COC(=O)c2ccc(CS(=O)(=O)c3ccc(C)cc3)cc2)c1,.,-4
Cc1oc2cc(O)ccc2c(=O)c1Oc1ccccc1,10,67
Cc1cccc(-c2nc(CSCC(=O)NCCCN3CCOCC3)c(C)o2)c1,-7,-12
c1ccc(Oc2cccc(OCCn3cncn3)c2)cc1,-57,-8
CC(=O)Nc1cccc(-c2csc(Nc3cccc(C)n3)n2)c1,.,7

# Given with tabs: part of the list above
smiles	RT RNaseH block	RmlCD inh mix
Cc1cc(C)cc(-n2c(C)cc(/C=N/NC(=O)CSc3ncccn3)c2C)c1	.	-6
NC(=O)c1cc(-c2ccccc2)nc(N2CCOCC2)n1	-17	-2
CCOC(=O)C1=C(N)OC2=C(C(=O)CC(C)(C)C2)C1c1cccs1 (stereo unspecified)	.	5
O=C(CC1Oc2ccccc2NC1=O)NCCCN1CCOCC1 (stereo unspecified)	-3	5
Cc1cc(NC(=O)COC(=O)C2CCN(C(=O)c3ccc(Cl)cc3)CC2)no1	3	-16
COC(=O)c1cccc(COC(=O)c2ccc(CS(=O)(=O)c3ccc(C)cc3)cc2)c1	.	-4

# Continued.
SMILES,RT RNaseH block,RmlCD inh mix
CCOC(=O)c1c2c(c(=S)n(-c3ccccc3)c1N)CCC2,9,19
CC1Cc2nc(SCC(=O)Nc3ccc(F)cc3)n(C)c(=O)c2S1 (stereo unspecified),-2,.
Fc1ccc(-n2nnc(-c3nccs3)n2)cc1,.,7
CCOC(=O)c1ccccc1NC(=O)CSc1nnc(Cc2cccn2C)n1-c1ccc(F)cc1,-8,-8
O=C(O)C(Cc1cc2ccccc2[nH]1)N1C(=O)C2CC=C(Cl)CC2C1=O (stereo unspecified),-8,11
CC1=[N+]([O-])C(C)(C)CC(C)(C)c2ccccc21,-14,-12
O=C(Nc1ccc2nc(-c3cccs3)[nH]c2c1)c1cccs1,3,18
CCCCn1c(N)c(N(CC)C(=O)c2ccc3c(c2)S(=O)(=O)c2ccccc2C3=O)c(=O)[nH]c1=O,1,6
CCCCOC(=O)CCn1[nH]c(=O)c2ccccc2c1=O,-29,-2
Cc1ccc(-c2nnc(-c3ccc(Br)cc3)o2)o1,-6,-3
COc1ccccc1N1CCN(C(c2cc3ccc(C)cc3[nH]c2=O)c2nnnn2C2CCCC2)CC1 (stereo unspecified),15,-12
O=C1CC(Sc2ncccn2)C(=O)N1c1ccccc1C(F)(F)F (stereo unspecified),70*,-8
CCN(C(=O)c1cnc(N2CCN(c3ncccn3)CC2)c2ccccc12)c1cccc(Cl)c1,6,-3
CC(C)NC(=O)c1ccc(COCC(F)(F)F)cc1,.,12
CCSc1nnc2c(n1)OC1(CCCC1)Nc1ccccc1-2,4,10
Cc1noc(C)c1S(=O)(=O)NCCc1ccc(S(N)(=O)=O)cc1,11,10
CCn1cc([N+](=O)[O-])c(C(=O)N2N=C(c3ccc4ccccc4c3)CC2c2ccccc2O)n1 (stereo unspecified),.,-7
CCOC(=O)c1cnc(-n2nc(C)cc2C)nc1N(C)C,1,-10
CC(C)CCNC(=O)c1onc(CSc2ccccc2)c1C(=O)NCCC(C)C,.,5
O=C(NC1CCCCC1)C(c1cccs1)N(C(=O)C(F)(F)F)c1ccccc1 (stereo unspecified),.,-10
COc1ccc(C2C(C#N)=C(/N=C/N3CCN(C)CC3)OC3=C2C(=O)CC(C)(C)C3)cc1 (stereo unspecified),5,-5
Cc1ccc(NC2=CC(=O)CC(C)(C)C2)cc1C,-5,12
CCSc1nnc(NC(=O)CSc2nnc(-c3c[nH]c4ccccc34)n2CC)s1,.,-8
Cc1nc2sc(C(c3ccc(Br)cc3)N3CC(C)OC(C)C3)c(O)n2n1 (stereo unspecified),-15,6
O=C1C2C3C=CC([C@@H]2C(=O)N1C1CC1)[C@H]1C(=O)N(C2CC2)C(=O)C31 (stereo partly specified),.,-16
# The list continues.
SMILES,RT RNaseH block,RmlCD inh mix
COc1ccccc1CNC(=O)CCCN1C(=O)COc2ccc(C)cc21,-11,7
CCOc1ccccc1C1CC(=O)NC(SCC(=O)Nc2nccs2)=C1C#N (stereo unspecified),.,15
COc1ccc(C2C(C#N)=C(SC)NC3=C2C(=O)CC(C)(C)C3)cc1 (stereo unspecified),-6,.
COC(=O)c1cc(OC)c(OC)cc1NC(=O)c1ccc(C)cc1,.,3
CCCCS(=O)CC(COc1ccc(Cl)cc1)OC(=O)c1ccccc1 (stereo unspecified),-8,9
COc1ccc(Cn2c(C)nc3oc4cc(OC)ccc4c(=O)c3c2=O)cc1,4,-14
COc1ccc(-c2cc(=O)c3c(O)c(OC)c(O)cc3o2)cc1,.,7
O=C(CSCCO)Nc1ccc(C23CC4CC(CC(C4)C2)C3)cc1,.,-7
COc1ccc(N2C(=O)CC(N3CCOCC3)C2=O)cc1 (stereo unspecified),-7,-4
Cc1ccc(S(=O)(=O)NCCSc2nnnn2-c2ccccc2)cc1,.,11
CCc1nnc(SCC(=O)Nc2ccc3c(c2)OCO3)o1,.,-13
c1csc(-c2nc(-c3ccncc3)no2)c1,-19,15
CCn1cc(C(=O)N/N=C(/C)c2ccc(F)cc2)c(=O)c2cc(F)c(N3CCCC3)cc21,.,-18
O=C(CN1CCN(CCO)CC1)Nc1ccccc1,.,8
CCOc1cc(N2CCOCC2)c(OCC)cc1NC(=O)COc1cccc2cccnc12,12,-8
CCOC(=O)c1cccc2c1-c1ccccc1/C2=N/O,3,-9
COCCCNC(=O)Nc1ccc(Br)cc1Cl,-7,-2
CC(=O)NC(Cc1c[nH]c2ccccc12)C(=O)NCc1ccc2c(c1)OCO2 (stereo unspecified),-12,-10
CCC(=NCC1CCCO1)c1c(O)n(Cc2ccccc2)c(=O)[nH]c1=O (stereo unspecified),-59,1
CCc1nnc(NC(=O)c2c(OC)cccc2OC)s1,19,-9
Cc1nc(Nc2cccc(C(F)(F)F)c2)nc2c1C(=O)CC(C)C2 (stereo unspecified),51*,11
Cc1nn(-c2ccc(F)cc2)c(C)c1NS(=O)(=O)c1ccc2ccccc2c1,.,-17
Cc1ccccc1-n1c(Cn2c(=O)sc3ccccc32)nnc1SCC(N)=O,-1,-13
Cc1ccc(C(=O)/C=C/Nc2ccccc2C(N)=O)cc1,.,-9
